Compound activity deposited in PubChem by Sanford-Burnham Center for Chemical Genomics.
SENP1 FRET inh – SENP1 (human) catalytic domain inhibition | recombinant SENP1 catalytic domain, CyPet-SUMO1-YPet FRET cleavage | inhibition, % at 10 µM | AID 624204 | actives 0.21% (n = 360,000) | Q9P0U3;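 active = inhibition at least 30% at 10 µM, raw YFP signal under a set limit, fluorescence ratio 0.5 to 1.5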;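 also: 0% = enzyme with DMSO and 100% = no enzyme wells; some results filed as inactive read as strong as hits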
Target sequence (Q9P0U3 419-644 limits assumed): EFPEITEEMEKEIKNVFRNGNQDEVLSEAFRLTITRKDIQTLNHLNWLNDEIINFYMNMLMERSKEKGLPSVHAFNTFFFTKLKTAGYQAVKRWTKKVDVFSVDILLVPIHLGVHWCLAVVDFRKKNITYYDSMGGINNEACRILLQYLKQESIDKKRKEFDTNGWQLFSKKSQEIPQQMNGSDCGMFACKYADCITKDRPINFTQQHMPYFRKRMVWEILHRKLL
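Assay system – human recombinant His6-tagged SENP1 catalytic domain enzyme · Input – SENP1 enzyme, 20 pM final · Buffer or medium – Tris pH 8 buffer plus EDTA, NaCl, BME, BSA, NP40, catalase · Schedule – 50 min reaction at room temperature · Technique – FRET read of cyan and yellow fluorescence · Control set – no-enzyme wells low, DMSO-plus-enzyme wells high control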
ATG4B inhibitor – ATG4B (human) cysteine protease inhibition; Q9Y4P1; actives 0.51% (n = 340,000); inhibition, % at 8.33 µM; ATG4B cleavage of LC3-PLA2, NBD-HPC fluorescence, 1 h; AID 504462; in the data active = inhibition above about 40%
SENP6 inh – inhibitors of human SENP6 protease; Q9GZR1; Recombinant SENP6 catalytic domain, aminoluciferin luminescence; inhibition, % at 10 µM; actives 1.8% (n = 330,000);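 active = inhibition above about 50% at the single tested dose, limit read from the data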;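 also: plate controls were DMSO wells with enzyme for no effect and DMSO wells lacking enzyme for full effect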
SENP8 block – inhibitors of human SENP8 protease. Q96LD8. inhibition, % at 20 µM. recombinant SENP8, Nedd8 substrate fluorescence. AID 602440. actives 0.64% (n = 360,000); in the data active = inhibition mostly above about 40%, no sharp cut-off; inactive = mostly below about 27%
Target sequence (Q96LD8 whole entry, looked up): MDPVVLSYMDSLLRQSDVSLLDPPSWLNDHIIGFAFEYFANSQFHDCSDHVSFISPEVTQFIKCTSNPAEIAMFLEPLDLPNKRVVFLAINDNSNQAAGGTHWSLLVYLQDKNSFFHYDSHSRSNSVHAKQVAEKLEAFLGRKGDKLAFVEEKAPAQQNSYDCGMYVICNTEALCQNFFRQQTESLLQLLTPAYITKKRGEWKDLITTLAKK
hIAP act – human IAP activation; P09923; purified human IAP, CDP-Star luminescence, 30 min; active compounds read high; 1 = vehicle-only enzyme, 0 = enzyme-free background; activation factor at 10 µM; actives 0.16% (n = 330,000); AID 2524;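 active = activation factor of the enzyme at least 2-fold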; also: the source names both 10 and 20 µM as test concentration; values of inactives mirror those of a sister screen read the other way
Target sequence (P09923 whole entry, looked up): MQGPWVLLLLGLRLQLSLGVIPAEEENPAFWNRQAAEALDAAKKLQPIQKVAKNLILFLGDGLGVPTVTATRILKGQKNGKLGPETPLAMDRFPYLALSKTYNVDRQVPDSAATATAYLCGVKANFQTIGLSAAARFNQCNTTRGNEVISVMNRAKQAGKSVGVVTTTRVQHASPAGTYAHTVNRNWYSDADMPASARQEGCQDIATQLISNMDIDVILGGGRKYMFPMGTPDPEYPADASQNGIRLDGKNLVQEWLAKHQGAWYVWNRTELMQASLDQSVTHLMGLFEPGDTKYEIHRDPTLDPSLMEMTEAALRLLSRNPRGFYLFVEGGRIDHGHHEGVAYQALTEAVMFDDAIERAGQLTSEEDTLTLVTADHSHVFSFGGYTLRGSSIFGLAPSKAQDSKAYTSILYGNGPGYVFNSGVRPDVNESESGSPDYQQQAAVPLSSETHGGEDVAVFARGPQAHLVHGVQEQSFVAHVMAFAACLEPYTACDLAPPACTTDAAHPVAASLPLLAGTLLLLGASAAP
PfG6PD inh – PfG6PD (Plasmodium falciparum) enzyme inhibition | PfGluPho enzyme, NADPH resazurin-diaphorase fluorescence | inhibition, % at 20 µM | actives 0.78% (n = 350,000) | AID 504690;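 active = inhibition reaching at least a set limit at 20 µM in the primary screen, cut at about 59% in these data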;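 also: 0% = DMSO wells with substrate and 100% = DMSO wells lacking glucose-6-phosphate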
MPTP inh – inhibitors of mitochondrial permeability transition pore. actives 1.4% (n = 360,000). isolated mouse mitochondria, Ca2+ swelling absorbance, 30 min. inhibition, % at 10 µM;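 active = inhibition of 50% or more, scaled per plate between neutral and stimulator controls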;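 also: 0% = DMSO wells given calcium and 100% = 1 mM EGTA wells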
NR3A LBD binder – modulates the human NR3A ligand-binding domain; NR3A LBD differential scanning fluorimetry, Tm shift; 0% = protein alone, 100% = glycine-bound protein; Tm shift relative to glycine control, % at 25 µM; actives 2.5% (n = 340,000); AID 1259313;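 active = melting temperature shift of at least 10% of the positive control shift, at one fixed dose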
* hit, by the source's call.

Screening O=C(Nc1ccc(N2CCOCC2)cc1N1CCOCC1)c1cccc([N+](=O)[O-])c1 returned SENP1 FRET inh 0, ATG4B inhibitor 1, SENP6 inh -3, SENP8 block 25, hIAP act 1, PfG6PD inh 25, MPTP inh -0.5 and NR3A LBD binder -2.
Cc1[nH]c2ccccc2c1Cc1nnc(SCc2ccccc2)o1 was read as SENP1 FRET inh -19, ATG4B inhibitor 28, SENP6 inh -3, SENP8 block 8, hIAP act 1.1, PfG6PD inh 34, MPTP inh 0.2 and NR3A LBD binder -13.
`CN(C)S(=O)(=O)c1cccc(NC(=O)COC(=O)c2cc(=O)c3ccccc3o2)c1` gave SENP1 FRET inh 4, ATG4B inhibitor -5, SENP6 inh -8, SENP8 block 13, hIAP act 0.98, PfG6PD inh -6, MPTP inh 1.0 and NR3A LBD binder 2.
Screening CCOc1ccc(S(=O)(=O)Nc2ccc(C(=O)NCC(c3ccco3)N3CCCCC3)cc2)cc1 (stereo not drawn) returned SENP1 FRET inh -1, ATG4B inhibitor 8, SENP6 inh -12, SENP8 block 3, hIAP act 1.3, PfG6PD inh -24 and MPTP inh 2.1.
Screening CCC(=O)Nc1cccc(C2=NOC3(C2)C[C@@H](C(N)=O)N(C(=O)COc2ccc(Cl)cc2)C3)c1 (stereo partly drawn) returned SENP1 FRET inh -3, ATG4B inhibitor -17, SENP6 inh -11, SENP8 block 14, hIAP act 0.86, PfG6PD inh 2, MPTP inh -2.3 and NR3A LBD binder 1.
`NS(=O)(=O)c1ccc(NC(=S)N2CCC(O)CC2)cc1` gave SENP1 FRET inh -1, ATG4B inhibitor 0, SENP6 inh -10, SENP8 block -1, hIAP act 1, PfG6PD inh 6, MPTP inh -1.2 and NR3A LBD binder 1.
`O=C(NCc1ccccn1)c1c(-c2ccccc2)sc2ccccc12` gave SENP1 FRET inh -12, ATG4B inhibitor 13, SENP6 inh 12, SENP8 block 5, hIAP act 1, PfG6PD inh -6, MPTP inh -0.2 and NR3A LBD binder 1.
CN1CCN(c2nc(-c3cc4ccccc4o3)cs2)CC1 was read as SENP1 FRET inh 1, ATG4B inhibitor -4, SENP6 inh -15, SENP8 block 4, hIAP act 0.9, PfG6PD inh 0, MPTP inh 0.3 and NR3A LBD binder -1.
For CCN(CCCNC(=O)C1CCC(=O)N1Cc1ccc(C)cc1)c1cccc(C)c1 (stereo not drawn) the results were SENP1 FRET inh 0, ATG4B inhibitor -6, SENP6 inh -16, SENP8 block 10, hIAP act 1.4, PfG6PD inh 6, MPTP inh 0.4 and NR3A LBD binder 0.
O=C(NCc1cccnc1)c1ccc(Cl)c(S(=O)(=O)Nc2ccccc2C(=O)NCc2cccnc2)c1 was read as SENP1 FRET inh -2, ATG4B inhibitor -2, SENP6 inh -18, SENP8 block -14, hIAP act 1, PfG6PD inh 1, MPTP inh -2.3 and NR3A LBD binder 0.
Cc1nnc(-c2ccc(Oc3ccc(Br)cc3)c([N+](=O)[O-])c2)o1 was read as SENP1 FRET inh 0, ATG4B inhibitor -2, SENP6 inh 18, SENP8 block 22, hIAP act 1.1, PfG6PD inh -8, MPTP inh -0.4 and NR3A LBD binder 1.
O=C(CSc1nnnn1-c1ccc2c(c1)CCC2)NCc1cccs1 was read as SENP1 FRET inh 1, ATG4B inhibitor -1, SENP6 inh -8, SENP8 block 11, hIAP act 1.1, PfG6PD inh 11, MPTP inh 0.5 and NR3A LBD binder 2.
For CC(C)CN(C(=O)COC(=O)c1ccc([N+](=O)[O-])o1)C1CCS(=O)(=O)C1 (stereo not drawn) the results were SENP1 FRET inh 0, ATG4B inhibitor -4, SENP6 inh 17, SENP8 block 23, hIAP act 1, PfG6PD inh -6, MPTP inh 0.5 and NR3A LBD binder 0.
`Cc1ccccc1C(=O)N1CCN(c2ccc(NC(=O)c3ccco3)cc2)CC1` gave SENP1 FRET inh 1, ATG4B inhibitor -1, SENP6 inh 12, SENP8 block 5, hIAP act 0.96, PfG6PD inh 7, MPTP inh -0.9 and NR3A LBD binder -4.
Screening CCOC(=O)C1CCN(c2c(NCc3ccc(C(=O)NCCC(C)C)cc3)c(=O)c2=O)CC1 returned SENP1 FRET inh 1, ATG4B inhibitor -8, SENP6 inh -6, SENP8 block 13, hIAP act 0.94, PfG6PD inh 3, MPTP inh -3.5 and NR3A LBD binder -1.
CN(c1ccccc1)S(=O)(=O)c1cccc(C(=O)NCC(=O)Nc2ccc(F)c(F)c2F)c1 was read as SENP1 FRET inh 0, ATG4B inhibitor -2, SENP6 inh 0, SENP8 block 1, hIAP act 1, PfG6PD inh -11, MPTP inh 0.7 and NR3A LBD binder -8.
Cc1cc(NC(=O)C2CCCN(S(=O)(=O)c3c(C)noc3C)C2)no1 (stereo not drawn) was read as SENP1 FRET inh -2, ATG4B inhibitor -13, SENP6 inh 11, SENP8 block 5, hIAP act 0.86, PfG6PD inh 8, MPTP inh -0.8 and NR3A LBD binder 0.
For Cc1cc(-c2ccccc2)nc(N(C)NC(=O)C2CC2)c1S(C)(=O)=O the results were SENP1 FRET inh 1, ATG4B inhibitor 11, SENP6 inh 4, SENP8 block 10, hIAP act 0.96, PfG6PD inh -22, MPTP inh -1.3 and NR3A LBD binder -2.
Screening CCCCSc1nc2c(cnn2-c2ccc(Cl)cc2)c(=O)[nH]1 returned SENP1 FRET inh -1, ATG4B inhibitor -3, SENP6 inh -14, SENP8 block 22, hIAP act 0.94, PfG6PD inh -12, MPTP inh -1.3 and NR3A LBD binder -3.
For COC(=O)c1ccccc1NC(=O)c1ccc(COc2ccc3c(c2)CCC3)cc1 the results were SENP1 FRET inh 1, ATG4B inhibitor -12, SENP6 inh -8, SENP8 block 7, hIAP act 0.85, PfG6PD inh 15, MPTP inh -1.3 and NR3A LBD binder 2.

Five compounds picked at random from those above, as already listed:
Screening CCCCSc1nc2c(cnn2-c2ccc(Cl)cc2)c(=O)[nH]1 returned SENP1 FRET inh -1, ATG4B inhibitor -3, SENP6 inh -14, SENP8 block 22, hIAP act 0.94, PfG6PD inh -12, MPTP inh -1.3 and NR3A LBD binder -3.
`CN(C)S(=O)(=O)c1cccc(NC(=O)COC(=O)c2cc(=O)c3ccccc3o2)c1` gave SENP1 FRET inh 4, ATG4B inhibitor -5, SENP6 inh -8, SENP8 block 13, hIAP act 0.98, PfG6PD inh -6, MPTP inh 1.0 and NR3A LBD binder 2.
Screening CCOC(=O)C1CCN(c2c(NCc3ccc(C(=O)NCCC(C)C)cc3)c(=O)c2=O)CC1 returned SENP1 FRET inh 1, ATG4B inhibitor -8, SENP6 inh -6, SENP8 block 13, hIAP act 0.94, PfG6PD inh 3, MPTP inh -3.5 and NR3A LBD binder -1.
Cc1cc(NC(=O)C2CCCN(S(=O)(=O)c3c(C)noc3C)C2)no1 (stereo not drawn) was read as SENP1 FRET inh -2, ATG4B inhibitor -13, SENP6 inh 11, SENP8 block 5, hIAP act 0.86, PfG6PD inh 8, MPTP inh -0.8 and NR3A LBD binder 0.
Screening O=C(Nc1ccc(N2CCOCC2)cc1N1CCOCC1)c1cccc([N+](=O)[O-])c1 returned SENP1 FRET inh 0, ATG4B inhibitor 1, SENP6 inh -3, SENP8 block 25, hIAP act 1, PfG6PD inh 25, MPTP inh -0.5 and NR3A LBD binder -2.

(next part)
O=C1C=CC(=O)N1c1ccc(O)cc1 was read as SENP1 FRET inh -3, ATG4B inhibitor -2, SENP6 inh -5, SENP8 block 21, hIAP act 0.91, PfG6PD inh 22, MPTP inh 5.4 and NR3A LBD binder 1.
COc1cc(NS(=O)(=O)c2cc(C(=O)N3CCN(C(C)=O)CC3)ccc2OC)cc(OC)c1 was read as SENP1 FRET inh 5, ATG4B inhibitor -8, SENP6 inh -7, SENP8 block 13, hIAP act 0.98, PfG6PD inh 8, MPTP inh 0.2 and NR3A LBD binder 0.
Screening CC(C)c1ccc(Nc2nc(Cl)nc(NCCO)n2)cc1 returned SENP1 FRET inh 0, ATG4B inhibitor 1, SENP6 inh 21, SENP8 block 2, hIAP act 0.89, PfG6PD inh 7, MPTP inh 0.1 and NR3A LBD binder -2.
Screening NC(=O)CC(c1ccccc1)c1ccco1 (stereo not drawn) returned SENP1 FRET inh 0, ATG4B inhibitor 2, SENP6 inh -10, SENP8 block 16, hIAP act 1.1, PfG6PD inh -15, MPTP inh -1.0 and NR3A LBD binder 0.
Cc1ccccc1NC(=O)Cn1nnc(-c2ccc(CN3CCC(C)CC3)cc2)n1 was read as SENP1 FRET inh 1, ATG4B inhibitor -8, SENP6 inh -14, SENP8 block 9, hIAP act 1.2, PfG6PD inh -9, MPTP inh 1.0 and NR3A LBD binder 1.
`Cc1cccc(Oc2sc(C(=O)c3ccccc3)c(N)c2C#N)c1` gave SENP1 FRET inh -4, ATG4B inhibitor -3, SENP6 inh -11, SENP8 block -1, hIAP act 0.94, PfG6PD inh -18, MPTP inh 1.3 and NR3A LBD binder -3.
Screening CC1CCN(S(=O)(=O)N2CCC(C(=O)NCCc3ccccc3)CC2)CC1 returned SENP1 FRET inh 1, ATG4B inhibitor 1, SENP6 inh 5, SENP8 block -1, hIAP act 0.98, PfG6PD inh -13, MPTP inh 2.2 and NR3A LBD binder -5.
For NC(=O)CC1C(=O)N(c2ccc(F)cc2)C(=O)N1NC(=O)CCc1ccccc1 (stereo not drawn) the results were SENP1 FRET inh 2, ATG4B inhibitor 1, SENP6 inh 6, SENP8 block 8, hIAP act 1.3, PfG6PD inh -15, MPTP inh 1.4 and NR3A LBD binder 0.
For CC(C)(C)NC(=O)CSC(=Nc1ccc(F)cc1)NC#N the results were SENP1 FRET inh -40, ATG4B inhibitor -7, SENP6 inh -5, SENP8 block 6, hIAP act 0.97, PfG6PD inh -10, MPTP inh 0.5 and NR3A LBD binder -1.
Screening Cc1ccc([N+](=O)[O-])cc1S(=O)(=O)Nc1ccc(-c2ccc(N3CCCC3)nn2)cc1 returned SENP1 FRET inh 1, ATG4B inhibitor -5, SENP6 inh 1, SENP8 block 1, hIAP act 1, PfG6PD inh 6, MPTP inh -2.0 and NR3A LBD binder 5.
Screening CCOC(=O)N1CCN(C(=O)CSc2nc3ccccc3c(=O)n2-c2ccccc2)CC1 returned SENP1 FRET inh 3, ATG4B inhibitor -16, SENP6 inh 21, SENP8 block 15, hIAP act 0.91, PfG6PD inh 9, MPTP inh -2.3 and NR3A LBD binder -8.
COc1ccc(/C(O)=C2/C(=O)C(=O)N(Cc3cccnc3)C2c2ccco2)cc1OC (stereo not drawn) was read as SENP1 FRET inh -6, ATG4B inhibitor -9, SENP6 inh -4, SENP8 block 6, hIAP act 1.1, PfG6PD inh -14, MPTP inh 0.4 and NR3A LBD binder 2.
For N#Cc1ccc(C(=O)NC(=S)N2CCOCC2)cc1 the results were SENP1 FRET inh 3, ATG4B inhibitor 3, SENP6 inh -13, SENP8 block 12, hIAP act 1.2, PfG6PD inh -7, MPTP inh -1.3 and NR3A LBD binder -1.
Screening CN1C(=O)CCC(CCC(=O)O)(c2ccccc2O)C1=O (stereo not drawn) returned SENP1 FRET inh 0, ATG4B inhibitor 2, SENP6 inh 7, SENP8 block 6, hIAP act 0.92, PfG6PD inh 6, MPTP inh -1.2 and NR3A LBD binder 0.
O=C(NC1CC1)C1=C[C@H](C2CCCCC2)C[C@H](OCc2ccc(CO)cc2)O1 was read as SENP1 FRET inh 1, ATG4B inhibitor 7, SENP6 inh -9, SENP8 block -3, hIAP act 1.1, PfG6PD inh -8, MPTP inh 0.1 and NR3A LBD binder 0.
`COc1ccc(-c2[nH]ncc2CN(C)C(C)c2ccon2)c(OC)c1` (stereo not drawn) gave SENP1 FRET inh 2, ATG4B inhibitor -3, SENP6 inh -15, SENP8 block 11, hIAP act 0.96, PfG6PD inh 10, MPTP inh 1.4 and NR3A LBD binder -1.
`COc1cc2c(cc1OC)CN(CCOc1ccc(Br)cc1)CC2` gave SENP1 FRET inh -7, ATG4B inhibitor 1, SENP6 inh -6, SENP8 block -20, hIAP act 1.2, PfG6PD inh 6, MPTP inh 1.9 and NR3A LBD binder 0.
